Source: PubChem
Cardio protect = cardioprotection against H2O2-induced cell death, primary screen, uHTS, H9c2 cells, ATPLite luminescence; H9c2 cardiomyocytes, H2O2 injury protection, 2 h; protection from H2O2 cell death, % at 20 µM; 0.63% of 360,000 active;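 active = compounds giving at least 50% protection of heart cells from peroxide-induced death in the single-dose screen, raw or plate-pattern-corrected value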;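 also: 0% = DMSO wells with peroxide and 100% = DMSO wells without peroxide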
hiPSC survival = enhancers of single-cell hiPSC survival, primary screen, ATPlite luminescence; 100% = ROCK inhibitor wells, 0% = DMSO; survival enhancement, % at 20 µM; 0.044% of 360,000 active; AID 602274, 2012; in the data active = survival enhancement above about 18%;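 also: cells exposed to compounds for 16 hours before the ATP read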
Glyco luc inh = increase of ERlucT glycosylation luciferase signal, primary screen, N-linked glycosylation inhibitor project, D54 ERlucT cells, luminescence, set 2. D54 ERlucT glycosylation luciferase reporter, 24 h; percent of 100 nM tunicamycin response. reporter increase, % at 12.5 µM. 0.23% of 360,000 active;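 active = mean luciferase reporter signal, scaled so untreated is 0 and the glycosylation-blocking control 100, at or above a set limit in every replicate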;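 also: luciferase carries N-glycosylation sites so blocking glycosylation raises the light; 0% = median of neutral control wells and 100% = median of 100 nM tunicamycin wells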
aDG glyco up = activators of alpha-DG glycosylation, primary screen, uHTS, Pro5-aDG cells, AlphaScreen; 0.22% of 360,000 active; activation, % at 10 µM; alpha-DG glycosylation AlphaScreen (IIH6); 0% Pro5, 100% B10-LARGE cell signal; AID 624168, 2012;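 active = activation of at least 8% versus controls, or a plate z-score of at least 8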;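 also: Pro5 are CHO cells carrying HIG-tagged alpha-DG that lacks glycosylation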
ABHD5 PLIN5 PPI = ABHD5-PLIN5 interaction inhibitors, primary screen, cell lysate, split luciferase complementation, luminescence | Perilipin-5 (Homo sapiens) + 1-acylglycerol-3-phosphate O-acyltransferase ABHD5 (Homo … | Split G. princeps luciferase complementation, 4 h | inhibition, % at 4 µM | 0.78% of 360,000 active;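 active = inhibition above the mean inhibition across every tested compound plus 3 SD, cut at about 22% in these data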;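 also: 0% = DMSO only wells and the 100% control is not disclosed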
m5-HT2A agonist = mouse Htr2a agonists via beta-arrestin recruitment, primary screen, cell-based, luminescence | AID 624169, 2012 | activation, % at 7.6 µM | CHO-K1 mHTR2A beta-arrestin complementation; percent of 30 µM serotonin response | 0.66% of 360,000 active;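 active = activation above a run cutoff, the mean activation of all tested compounds plus 3 SD, cut at about 14% in these data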;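 also: 0% = plate median of compound wells and 100% = 30 µM serotonin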
Target sequence (P35363 whole entry, looked up): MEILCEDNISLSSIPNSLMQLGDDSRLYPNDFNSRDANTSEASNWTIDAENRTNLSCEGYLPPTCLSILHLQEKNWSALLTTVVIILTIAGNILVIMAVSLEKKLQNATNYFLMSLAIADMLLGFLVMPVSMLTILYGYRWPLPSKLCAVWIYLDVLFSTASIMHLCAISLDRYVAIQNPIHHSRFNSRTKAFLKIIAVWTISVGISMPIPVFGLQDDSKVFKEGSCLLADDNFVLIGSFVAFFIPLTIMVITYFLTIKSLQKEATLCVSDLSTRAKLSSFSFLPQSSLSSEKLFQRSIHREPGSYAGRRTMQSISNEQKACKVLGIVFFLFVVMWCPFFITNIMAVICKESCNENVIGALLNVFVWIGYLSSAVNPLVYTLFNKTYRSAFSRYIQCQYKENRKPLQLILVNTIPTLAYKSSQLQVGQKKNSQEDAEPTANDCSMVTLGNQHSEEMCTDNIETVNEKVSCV
MC4R ag barr = MC4R agonists recruiting beta-arrestin, primary screen, cell-based, luminescence, agonist arm of biased-ligand search. AID 540308, 2011. 0.98% of 360,000 active. Melanocortin receptor 4 (Homo sapiens), P32245. activation, % at 8.9 µM. U2OS MC4R beta-arrestin complementation; percent of melanotan II response, DMSO zero;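 active = activation above a per-plate cutoff, the mean activation of sample wells on that plate plus 3 SD, cut at about 8% in these data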
Target sequence (P32245 whole entry, looked up): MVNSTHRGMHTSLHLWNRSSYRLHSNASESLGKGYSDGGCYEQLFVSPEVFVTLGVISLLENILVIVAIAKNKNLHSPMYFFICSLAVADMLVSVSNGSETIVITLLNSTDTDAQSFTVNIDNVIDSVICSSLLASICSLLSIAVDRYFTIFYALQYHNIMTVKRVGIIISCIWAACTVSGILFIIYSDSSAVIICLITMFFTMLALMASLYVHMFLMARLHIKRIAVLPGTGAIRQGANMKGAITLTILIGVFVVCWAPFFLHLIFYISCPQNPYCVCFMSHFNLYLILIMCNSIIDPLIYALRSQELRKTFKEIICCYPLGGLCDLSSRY
ABCB6 inh 2 = ABCB6 transporter inhibitors, primary screen, K562-ABCB6 cells, flow cytometry, MLPCN library; ATP-binding cassette sub-family B member 6 (Homo sapiens), Q9NP58; K562-ABCB6 porphyrin accumulation, 1 h; active compounds read low; fluorescence ratio to DMSO, % at 10 µM; 0.19% of 360,000 active; AID 602162, 2011;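 active = fluorescence ratio to DMSO below 75%, the collection mean minus 3 SD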;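 also: signal is porphyrin accumulated inside mitochondria; 100% equals median channel fluorescence of DMSO control wells; lower ratio means ABCB6 inhibition with less porphyrin fluorescence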
Exocytosis inh = LAMP-1 surface exposure blockers, TALL-104 cells – cell-based, flow cytometry, MLPCN library, primary screen; AID 651702, 2012; inhibition, % at 10 µM; 0.66% of 360,000 active; TALL-104 LAMP-1 surface exposure; cells stimulated with thapsigargin and PMA;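 active = inhibition above about 55%, limit read from the data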
MC4R antag cAMP = MC4R antagonists of cAMP signaling, primary screen, cell-based, TR-FRET, antagonist arm of biased-ligand search. Melanocortin receptor 4 (Homo sapiens), P32245. MC4R-expressing cells, MTII-stimulated cAMP, LANCE TR-FRET. inhibition, % at 6.5 µM. 0.48% of 360,000 active;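 active = inhibition above its plate's cutoff, the mean of tested wells on that plate plus 3 SD, cut at about 29% in these data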;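 also: 0% = Melanotan II alone and 100% = Melanotan II plus saturating MCL0020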
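system = U2OS cells with stable human MC4R expression | also added = Melanotan II challenge after compound preincubation | dosing = one concentration, 6.5 µM nominal | incubation = compound 30 min, challenge 1 h, detection 1 h | measured by = TR-FRET with Eu-cAMP and labeled anti-cAMP, 671 nm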
Active calls of the source: *.

SMILES | Cardio protect | hiPSC survival | Glyco luc inh | aDG glyco up | ABHD5 PLIN5 PPI | m5-HT2A agonist | MC4R ag barr | ABCB6 inh 2 | Exocytosis inh | MC4R antag cAMP
CCCCC(=O)Nc1cccc(-c2cn3ccsc3n2)c1 | -10 | -4.0 | 1 | 0.4 | 3 | 8 | -0.7 | 103 | -9 | 4
COC(=O)c1sc(=S)n(-c2cccc(Cl)c2)c1N | 0 | -0.1 | 2 | -0.3 | 3 | 1 | -2.3 | 94 | 0 | -5
Cc1ccc2cc(CN(c3cccc(C)c3C)S(=O)(=O)c3ccccc3)c(=O)[nH]c2c1 | -4 | 0.1 | -6 | 0.1 | 3 | 0 | -1.2 | 103 | 2 | -10
COc1cc(OC)c2nc(C)c3c(c2c1)N(c1ccc(O)cc1)CC3 | 14 | -2.3 | 28* | 0.0 | 5 | -3 | -1.0 | 97 | 0 | -13
COc1ccccc1NC(=S)N1CCOCC1 | 6 | -0.9 | 3 | 0.0 | 3 | 1 | 0.1 | 97 | 12 | 22
CC[C@@H](C)[C@H](NC(=O)OCc1ccccc1)c1nnc([C@@H](NC(=O)OCc2ccccc2)[C@@H](C)CC)o1 | -2 | 0.8 | -4 | 0.7 | -16 | -5 | 1.3 | 94 | 23 | 17
Cc1ccc(S(=O)(=O)NCCC(=O)OCC(=O)N(C)c2ccccc2)cc1 | -2 | 0.2 | 0 | -0.2 | -6 | 1 | -2.5 | 100 | -2 | 7
Cc1sc2ncnc(OCC(=O)c3ccc(S(=O)(=O)N4CCCC4)cc3)c2c1C | 7 | 2.7 | -1 | 0.0 | -8 | -1 | -2.3 | 96 | -1 | -2
COc1ccc(CC(=O)NNC(=O)c2cccnc2)cc1OC | 11 | 4.2 | 0 | -0.1 | 0 | -1 | -1.4 | 102 | 0 | 3
CCn1c(SCC(=O)OC(C)C)nnc1-c1ccccc1 | 3 | 0.9 | 0 | -0.1 | -1 | 4 | -0.8 | 99 | -2 | -3
Fc1ccccc1COc1ccc(/C=N/NC(=S)NCc2ccccc2)cc1 | -12 | -0.9 | 0 | 0.3 | -1 | -4 | 7.8 | 98 | -1 | 2
O=C1OCC2=C1C(c1ccc3c(c1)OCO3)c1cc3c(cc1O2)OCO3 (stereo unspecified) | 6 | -0.6 | 18 | -0.1 | 2 | -2 | -2.0 | 95 | -1 | -13
CCCn1c(=N)n(CC(=O)c2ccco2)c2ccccc21 | 2 | 1.3 | -2 | 0.7 | -5 | -5 | -1.9 | 104 | 2 | 10
Cc1c(NC(=O)COC(=O)C2CC3C=CC2C3)c(=O)n(-c2ccccc2)n1C (stereo unspecified) | 0 | -2.3 | 0 | 0.0 | -1 | 8 | 0.8 | 100 | -2 | -2
COC(=O)C1=C(C)N=C2SCCC(=O)N2C1c1cc(Br)ccc1OC (stereo unspecified) | -8 | 8.5 | -1 | 0.0 | 4 | 1 | -0.5 | 92 | -6 | 3
CCCOc1cccc(C2C(C(=O)c3cc4ccccc4o3)=C(O)C(=O)N2c2cc(C)on2)c1 (stereo unspecified) | 2 | -0.2 | 0 | 0.4 | -31 | 3 | -1.1 | 95 | 12 | 0
COc1ccc(N2CCN(C3CCCCC3NS(=O)(=O)c3ccccc3)CC2)cc1 (stereo unspecified) | 0 | 0.2 | -5 | -0.2 | -2 | -7 | -0.8 | 93 | 1 | 10
COc1ccc(NC(=O)c2ccc(CNc3c(N4CCCC4)c(=O)c3=O)cc2)cc1Cl | -1 | -0.4 | 2 | 0.5 | 10 | -4 | -1.2 | 98 | 0 | -5
COc1ccccc1NC(=O)CC(=O)CSc1nnc(-c2ccc(C)cc2)n1C | -6 | 2.1 | 1 | -0.1 | -3 | -4 | -5.6 | 98 | -1 | 0
COc1ccc(NS(=O)(=O)c2csc(C(N)=O)c2)cc1OC | -1 | 0.6 | 2 | -0.1 | -4 | 7 | 0.6 | 92 | -3 | 8
N/C(=N\OC(=O)Cc1cccc2ccccc12)c1ccccn1 | -1 | -2.7 | -2 | 0.5 | 2 | 2 | -2.0 | 86 | -5 | 5
O=C1C2CC=CCC2C(=O)N1c1ccc(Cc2ccncc2)cc1 (stereo unspecified) | -10 | 1.3 | 4 | 0.7 | -2 | 7 | -1.8 | 100 | -6 | 15
O=C1CC(c2cc3c(cc2Br)OCO3)C2=C(CCCC2=O)N1 (stereo unspecified) | 2 | -1.5 | 0 | -0.2 | 3 | -3 | -0.4 | 97 | 0 | 3
Cc1cc2sc3nc(=O)n(-c4ccccc4)c(=O)n3c2cc1C | -3 | -0.5 | -3 | -0.1 | -3 | 2 | -2.9 | 90 | 6 | -7
CCc1ccc(OCC(=O)NCCN(C)C)c(Br)c1 | 2 | -2.2 | -3 | 0.9 | 2 | -10 | -1.2 | 104 | -2 | 6
CCN(CCO)c1ccc(N=Nc2cc(C)[nH]n2)cc1 | -26 | -0.7 | -21 | -0.2 | 11 | 1 | -4.2 | 103 | -2 | -14
CCOc1ccccc1CN1CCN(Cc2cccc3c2OCO3)CC1CCO (stereo unspecified) | 5 | -0.2 | -1 | -0.1 | 1 | -4 | -1.6 | 103 | -1 | 6
CCC(C)NC(=O)/C=C1\Sc2ccccc2NC1=O (stereo unspecified) | 3 | 1.2 | 4 | 0.3 | 0 | 0 | -2.1 | 96 | -6 | 2
Cc1ccnc(SCC(=O)N2CCC(C(N)=O)CC2)n1 | 1 | 4.3 | 2 | 0.0 | -2 | -2 | -0.7 | 99 | 0 | 0
CC1CCc2nn(CC(=O)N3CCN(C(=O)c4ccco4)CC3)cc2C1 (stereo unspecified) | -4 | -1.0 | 4 | 0.1 | 0 | 0 | -1.8 | 101 | -5 | 2
CC(C)N(C(=O)Cn1cc(SCC(=O)NCc2ccco2)c2ccccc21)C(C)C | 8 | -0.3 | -1 | 0.1 | 1 | -6 | 0.1 | 96 | -2 | 17
CCOC(=O)c1sc(NC(=O)CN2C(=O)NC3(CC(C)CC(C)(C)C3)C2=O)c(C(=O)OCC)c1C (stereo unspecified) | 3 | 0.1 | -5 | 0.0 | 2 | 2 | 0.9 | 95 | 0 | 18
C=CCn1cc(C(=O)NCc2ccco2)c(=O)c2cc(S(=O)(=O)N3CCCCCC3)ccc21 | 0 | 0.1 | -3 | -0.5 | 12 | -3 | -3.2 | 97 | 0 | -2
CN(C)S(=O)(=O)n1cc(/C=C(\NC(=O)c2ccccc2)C(=O)NCCCN2CCOCC2)c2ccccc21 | 8 | -0.1 | 6 | 0.1 | 3 | -3 | -3.2 | 102 | 2 | 2
COc1cc2oc(=O)ccc2c(OC)c1CC(O)C(C)(C)O (stereo unspecified) | 6 | -2.2 | 2 | 0.2 | -4 | 4 | -0.2 | 97 | -5 | 4
O=C1c2ccccc2C(=O)N1CCc1c(-c2[nH]c3ccccc3c2CCN2C(=O)c3ccccc3C2=O)[nH]c2ccccc12 | 7 | -0.1 | -5 | 0.1 | 2 | -2 | -1.0 | 93 | 12 | 0
O=S(=O)(c1ccc(Cl)nc1)N1CCCC1 | 1 | -0.4 | 2 | -0.2 | 4 | -3 | -0.4 | 95 | 16 | 12
Cc1c(O)nc(SCC(=O)Nc2cccc(C(F)(F)F)c2)n(-c2ccccc2)c1=O | -1 | 0.2 | 3 | 0.1 | -6 | -3 | -2.2 | 100 | -1 | 5
CCOC(=O)NNC1CC(=O)N(c2ccccc2)C1=O (stereo unspecified) | 4 | -0.4 | 1 | 0.0 | 0 | 1 | 0.2 | 98 | -3 | -3
COc1ccccc1-n1c(CNC(=O)c2ccco2)n[nH]c1=S | 0 | -0.3 | 3 | -0.1 | 1 | -3 | -3.1 | 92 | -5 | 2
COC(OC)c1ccnc(-c2ccc(OC(=O)c3ccccc3)cc2)n1 | -19 | -0.4 | 2 | 1.2 | 0 | -4 | -2.8 | 100 | -5 | -4
Cc1nc2c(OCc3ccc(Cl)cc3)cccn2c1N(C)Cc1cccs1 | -10 | 2.7 | -4 | 0.4 | 1 | -8 | -2.8 | 104 | 20 | 5
CCOC(=O)c1cc(Cl)c2c(ccc3ccccc32)n1 | 0 | 2.2 | 2 | 0.1 | -4 | -5 | -2.1 | 99 | -7 | 1
COc1ccccc1C(=O)Nc1ccc(-c2nnn(CC(=O)NCc3ccco3)n2)cc1 | -7 | 0.1 | -2 | -0.1 | -7 | 4 | 2.8 | 98 | 2 | 19
CCOc1ccc(-n2c(=O)[nH]cc(C(=O)Nc3ccc(OC)c(OC)c3)c2=O)cc1 | -8 | 0.4 | 2 | -0.1 | 11 | 1 | 0.6 | 97 | 0 | -15
COc1ccccc1C1c2[nH]c3ccccc3c2CCN1Cc1ccc(NC(C)=O)s1 (stereo unspecified) | 6 | -0.6 | 0 | -0.1 | 1 | -4 | 3.0 | 100 | 1 | 4
O=C(Nc1ccc(NC(=O)c2cccs2)cn1)c1ccccc1 | 7 | -2.6 | -8 | 1.5 | 0 | -1 | -0.4 | 102 | -4 | 14
CC(N=Cc1c(O)c2ccccc2oc1=O)C(=O)O (stereo unspecified) | -5 | 6.1 | 0 | 1.2 | 2 | 3 | 1.8 | 105 | -3 | 14
COc1ccc(OC)c(S(=O)(=O)N2CCCC(C(=O)NCc3cccnc3)C2)c1 (stereo unspecified) | -1 | 0.1 | 0 | 0.0 | 1 | 11 | 0.5 | 96 | 6 | 5
Cc1cc(C)n(C(=O)CNC(=O)CCc2ccccc2)n1 | 3 | -0.5 | 1 | -0.4 | 5 | 4 | -1.2 | 96 | -1 | 4

Compound profiles, as listed above. Screens in order: Cardio protect	hiPSC survival	Glyco luc inh	aDG glyco up	ABHD5 PLIN5 PPI	m5-HT2A agonist	MC4R ag barr	ABCB6 inh 2	Exocytosis inh	MC4R antag cAMP
CC(N=Cc1c(O)c2ccccc2oc1=O)C(=O)O (stereo unspecified) across the screens: -5	6.1	0	1.2	2	3	1.8	105	-3	14
CCOc1ccc(-n2c(=O)[nH]cc(C(=O)Nc3ccc(OC)c(OC)c3)c2=O)cc1 across the screens: -8	0.4	2	-0.1	11	1	0.6	97	0	-15
COc1ccccc1C1c2[nH]c3ccccc3c2CCN1Cc1ccc(NC(C)=O)s1 (stereo unspecified) across the screens: 6	-0.6	0	-0.1	1	-4	3.0	100	1	4
COC(OC)c1ccnc(-c2ccc(OC(=O)c3ccccc3)cc2)n1 across the screens: -19	-0.4	2	1.2	0	-4	-2.8	100	-5	-4
